Compound activity deposited in PubChem by NMMLSC.
Bim-Bcl-XL: inhibitors of Bim-Bcl-XL binding, primary screen, biochemical, multiplexed, bead flow cytometry, human Bcl-XL; Bcl-2-like protein 1 (Homo sapiens), Q07817; Bim peptide-Bcl-XL binding, fluorescence; inhibition, % at 10 µM; 0.04% of 190,000 active; AID 1007, 2008
Target sequence (Q07817 whole entry, looked up): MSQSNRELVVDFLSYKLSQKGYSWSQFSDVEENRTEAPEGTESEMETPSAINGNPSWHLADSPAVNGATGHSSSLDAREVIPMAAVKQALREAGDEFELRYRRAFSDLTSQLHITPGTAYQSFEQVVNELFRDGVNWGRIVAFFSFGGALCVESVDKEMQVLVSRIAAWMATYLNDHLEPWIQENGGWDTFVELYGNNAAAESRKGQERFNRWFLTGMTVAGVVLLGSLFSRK
Bim-Bcl-2: inhibitors of Bim-Bcl-2 binding, primary screen, biochemical, multiplexed, human Bcl-2 family | Bead-based flow cytometry, Bim peptide-Bcl-2 binding | 0.06% of 190,000 active | inhibition, % at 10 µM; in the data active = inhibition above about 40%; inconclusive = no clear call, values can overlap the other calls;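 also: 0% = no compound wells with probe peptide and 100% = reference peptide inhibitor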
Target sequence (P10415 whole entry, looked up): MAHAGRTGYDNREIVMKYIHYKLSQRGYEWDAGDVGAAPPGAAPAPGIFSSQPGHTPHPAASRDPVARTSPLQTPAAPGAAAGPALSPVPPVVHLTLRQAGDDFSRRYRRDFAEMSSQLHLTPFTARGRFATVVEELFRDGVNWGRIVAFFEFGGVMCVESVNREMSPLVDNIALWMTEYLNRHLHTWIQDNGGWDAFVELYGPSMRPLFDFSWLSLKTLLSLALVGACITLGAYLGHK
Rac1 wt GTP bind: wildtype Rac1 GTP binding modulators, primary screen, biochemical, GST-Rac1 beads, flow cytometry, multiplex; 0.27% of 190,000 active; AID 757, 2007; fluorescent GTP binding; actives lie on both sides; 0 = cold GTP competed, 100 = untreated; GTP binding activity (% of control), % at 10 µM; Ras-related C3 botulinum toxin substrate 1 (Homo sapiens), P63000;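 active = GTP binding activity at least 20 points away from the 100% control level, either lower or higher; inconclusive = compound flagged as likely green fluorescent, judged across all proteins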
Bim-Bcl-W: inhibitors of Bim binding to Bcl-W, primary screen, biochemical, multiplexed, bead-based flow cytometry | 0.02% of 190,000 active | Bim peptide-Bcl-W binding | inhibition, % at 10 µM | Bcl-2-like protein 2 (Homo sapiens), Q92843 | AID 952, 2007;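 also: 0% = bound tracer without compound and 100% = peptide blocker; higher means less fluorescent Bim peptide bound to Bcl-W beads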
Target sequence (Q92843 whole entry, looked up): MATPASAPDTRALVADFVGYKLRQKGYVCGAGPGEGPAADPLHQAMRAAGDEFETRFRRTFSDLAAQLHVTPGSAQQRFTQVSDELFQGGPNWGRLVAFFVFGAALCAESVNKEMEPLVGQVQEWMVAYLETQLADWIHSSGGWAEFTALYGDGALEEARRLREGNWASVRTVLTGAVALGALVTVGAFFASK
Rab2A wt mod: modulators of GTP binding to Rab2A wildtype, primary screen, biochemical, dog, bead-based flow cytometry, multiplex; Ras-related protein Rab-2A (Canis lupus familiaris), P61105; GST-Rab2 wt beads, Bodipy-GTP binding; GTP binding activity, % at 10 µM; 0.19% of 190,000 active;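 active = GTP binding activity at least 20 points away from 100%, either lowered or raised; inconclusive = signal likely due to the compound's own green fluorescence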;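 also: 0% = beads with excess unlabeled GTP and 100% = no-compound control corrected for plate trend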
HRas wt GTP: modulators of GTP binding to HRas wildtype, primary screen, biochemical, bead-based flow cytometry, multiplex; GTPase HRas (Homo sapiens), P01112; GST-Ras wt beads, Bodipy-FL-GTP binding; actives lie on both sides; GTP binding activity, % at 10 µM; 0.14% of 190,000 active; AID 759, 2007;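 active = GTP binding activity at least 20% away from the 100% baseline, either lowered as inhibitor or raised as activator; inconclusive = flagged as likely green fluorescent, judged across all proteins in the well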;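 also: 0% = unlabeled GTP competition control and 100% = no-compound control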
Bfl-1 Bim block: inhibitors of Bim binding to Bfl-1, primary screen, biochemical, multiplexed, bead-based flow cytometry; inhibition, % at 10 µM; Bcl-2-related protein A1 (Homo sapiens), Q16548; 0.12% of 190,000 active; Bim-Bfl-1 binding inhibition; AID 1008, 2008;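 also: 0% = wells without compound plus tracer and 100% = blocker peptide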
Cdc42 wt: modulators of GTP binding to wildtype Cdc42, primary screen, biochemical, multiplex bead flow cytometry, Bodipy-GTP | 0.2% of 190,000 active | percent activity (GTP binding), % at 10 µM | GST-Cdc42 beads; actives lie on both sides | Cell division control protein 42 homolog (Homo sapiens), P60953;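 active = percent activity GTP binding at least 20 points away from the 100% baseline, either down as inhibitor or up as activator; inconclusive = compound flagged as likely green fluorescent from well-wide comparison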;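 also: median bead fluorescence of bound Bodipy-FL-GTP at 100 nM; 0% = excess unlabeled GTP control and 100% = no compound control; below 100% means less GTP binding so inhibitor and above means activator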
Target sequence (P60953 whole entry, looked up): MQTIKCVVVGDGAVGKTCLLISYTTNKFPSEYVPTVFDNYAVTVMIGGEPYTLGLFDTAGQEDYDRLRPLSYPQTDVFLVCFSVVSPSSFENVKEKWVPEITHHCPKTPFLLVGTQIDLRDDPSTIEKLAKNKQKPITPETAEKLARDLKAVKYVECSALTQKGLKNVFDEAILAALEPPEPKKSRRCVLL
Rab7 wt GTP bind: modulators of GTP binding to Rab7, primary screen, biochemical, wildtype, multiplex bead flow cytometry; Rab7 GTPase wild type (dog), Bodipy-FL-GTP binding; GST-Rab7 beads, fluorescent GTP binding; actives lie on both sides; untreated = 100%, excess cold GTP = 0%; GTP binding activity (percent of control), % at 10 µM; 0.055% of 190,000 active;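 active = fluorescent GTP binding to Rab7 beads changed by at least 20 points from the 100% baseline, either direction, mostly lower; inconclusive = compound itself probably fluorescent, or too few beads counted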;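 also: median green fluorescence of bound Bodipy-FL-GTP per Rab7 bead population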
Bim-Bcl-B: inhibitors of Bim-Bcl-B binding, primary screen, biochemical, multiplexed, human Bcl-2 family. 0.073% of 190,000 active. inhibition, % at 10 µM. bead-based flow cytometry, Bim peptide-Bcl-B binding. Bcl-2-like protein 10 (Homo sapiens), Q9HD36;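 also: 0% = tracer peptide without compound and 100% = reference inhibitor peptide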
Rac1 act GTP bind: GTP binding modulators of activated mutant Rac1, primary screen, biochemical, bead-based flow cytometry, multiplex, fluorescent GTP | Ras-related C3 botulinum toxin substrate 1 (Homo sapiens), P63000 | 0.11% of 190,000 active | GST-Rac1 activated beads; actives lie on both sides; 100% means binding = to untreated wells | percent activity (GTP binding), % at 10 µM;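 active = GTP binding at least 20 percentage points away from the 100% baseline, in either direction, so actives lie on both sides; inconclusive = Compound likely fluorescent itself, or too few beads counted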
Starred values were filed as active, the others as inactive. Rule as the data show it, unless noted: active = inhibition above about 40%.

Cc1oc(-c2cccc(C(F)(F)F)c2)nc1CN1CCN(c2ccccn2)CC1 was read as Bim-Bcl-XL 0, Bim-Bcl-2 1, Rac1 wt GTP bind 101, Bim-Bcl-W -2, Rab2A wt mod 94, HRas wt GTP 95, Bfl-1 Bim block -5, Cdc42 wt 94, Rab7 wt GTP bind 94, Bim-Bcl-B -2 and Rac1 act GTP bind 97.
`CCCCNC(=O)CCC(=O)Nc1ccc2nc(N3CCCCC3)cc(C)c2c1` gave Bim-Bcl-XL 0, Bim-Bcl-2 1, Rac1 wt GTP bind 101, Bim-Bcl-W 0, Rab2A wt mod 103, HRas wt GTP 101, Bfl-1 Bim block -3, Cdc42 wt 100, Rab7 wt GTP bind 108, Bim-Bcl-B 0 and Rac1 act GTP bind 100.
CCN1C(=O)/C(=C2/C=Cc3ccccc3N2C)OC1=S was read as Bim-Bcl-XL -3, Bim-Bcl-2 0, Rac1 wt GTP bind 103, Bim-Bcl-W -3, Rab2A wt mod 102, HRas wt GTP 102, Bfl-1 Bim block 0, Cdc42 wt 103, Rab7 wt GTP bind 103, Bim-Bcl-B 0 and Rac1 act GTP bind 102.
Cc1cccc(NC(=O)c2ccc(NCC3CCCO3)c([N+](=O)[O-])c2)c1 (stereo not given) was read as Bim-Bcl-XL -2, Bim-Bcl-2 1, Rac1 wt GTP bind 109, Bim-Bcl-W 0, Rab2A wt mod 99, HRas wt GTP 101, Bfl-1 Bim block 0, Cdc42 wt 99, Rab7 wt GTP bind 100, Bim-Bcl-B -1 and Rac1 act GTP bind 99.
`O=C(O)CCN1C(=O)/C(=C/c2ccc(-c3nc4ccccc4s3)o2)SC1=S` gave Bim-Bcl-XL 14, Bim-Bcl-2 18, Rac1 wt GTP bind inconclusive, Bim-Bcl-W 20, Rab2A wt mod inconclusive, HRas wt GTP inconclusive, Bfl-1 Bim block 12, Cdc42 wt inconclusive, Rab7 wt GTP bind inconclusive, Bim-Bcl-B 6 and Rac1 act GTP bind inconclusive.
Screening CCN(CC)c1ccc(/C=N\NC(N)=O)cc1 returned Bim-Bcl-XL -12, Bim-Bcl-2 -7, Rac1 wt GTP bind 104, Bim-Bcl-W -5, Rab2A wt mod 95, HRas wt GTP 98, Bfl-1 Bim block -3, Cdc42 wt 100, Rab7 wt GTP bind 100, Bim-Bcl-B -10 and Rac1 act GTP bind 99.
Cc1nc(C)c(C(=O)Nc2ccc(C)c(F)c2)o1 was read as Bim-Bcl-XL 15, Bim-Bcl-2 3, Rac1 wt GTP bind 105, Bim-Bcl-W 8, Rab2A wt mod 101, HRas wt GTP 102, Bfl-1 Bim block 6, Cdc42 wt 102, Rab7 wt GTP bind 98, Bim-Bcl-B 4 and Rac1 act GTP bind 100.
`COc1ccccc1NS(=O)(=O)/C=C/c1ccccc1` gave Bim-Bcl-XL -3, Bim-Bcl-2 -5, Rac1 wt GTP bind 104, Bim-Bcl-W -4, Rab2A wt mod 104, HRas wt GTP 102, Bfl-1 Bim block -5, Cdc42 wt 105, Rab7 wt GTP bind 98, Bim-Bcl-B -1 and Rac1 act GTP bind 101.
For COC(=O)CCSc1cc([N+](=O)[O-])cc2c1c(C1OCCO1)nn2-c1ccccc1 the results were Bim-Bcl-XL 3, Bim-Bcl-2 4, Rac1 wt GTP bind 101, Bim-Bcl-W 4, Rab2A wt mod 99, HRas wt GTP 102, Bfl-1 Bim block 3, Cdc42 wt 100, Rab7 wt GTP bind 97, Bim-Bcl-B -7 and Rac1 act GTP bind 100.
CN(C)/C=C1\C(=O)Nc2ccccc21 was read as Bim-Bcl-XL -2, Bim-Bcl-2 -4, Rac1 wt GTP bind 102, Bim-Bcl-W 0, Rab2A wt mod 99, HRas wt GTP 100, Bfl-1 Bim block -7, Cdc42 wt 101, Rab7 wt GTP bind 99, Bim-Bcl-B -4 and Rac1 act GTP bind 100.
For COc1ccc(OCCOCC(O)CN2CCOCC2)cc1 (stereo not given) the results were Bim-Bcl-XL -3, Bim-Bcl-2 -6, Rac1 wt GTP bind 108, Bim-Bcl-W 1, Rab2A wt mod 103, HRas wt GTP 104, Bfl-1 Bim block -9, Cdc42 wt 105, Rab7 wt GTP bind 102, Bim-Bcl-B -6 and Rac1 act GTP bind 103.
`CC(=O)C1=C(C)N(Cc2ccccc2)C(=O)N[C@H]1CCc1ccccc1` gave Bim-Bcl-XL 0, Bim-Bcl-2 0, Rac1 wt GTP bind 106, Bim-Bcl-W -1, Rab2A wt mod 99, HRas wt GTP 99, Bfl-1 Bim block 0, Cdc42 wt 102, Rab7 wt GTP bind 99, Bim-Bcl-B -1 and Rac1 act GTP bind 96.
Screening CCCc1nc([N+](=O)[O-])c(S(=O)(=O)c2ccccc2)n1CC(C)C returned Bim-Bcl-XL -8, Bim-Bcl-2 -5, Rac1 wt GTP bind 103, Bim-Bcl-W -6, Rab2A wt mod 101, HRas wt GTP 98, Bfl-1 Bim block -1, Cdc42 wt 102, Rab7 wt GTP bind 96, Bim-Bcl-B -12 and Rac1 act GTP bind 99.
`CC1CN(c2cc(-c3ccccc3)c3ccccc3n2)CC(C)O1` (stereo not given) gave Bim-Bcl-XL -7, Bim-Bcl-2 -8, Rac1 wt GTP bind 113, Bim-Bcl-W 0, Rab2A wt mod 101, HRas wt GTP 99, Bfl-1 Bim block -5, Cdc42 wt 106, Rab7 wt GTP bind 100, Bim-Bcl-B -8 and Rac1 act GTP bind 99.
`CC(=O)c1cccc(N2Cc3ccccc3C2=NC(=O)CCl)c1` gave Bim-Bcl-XL 3, Bim-Bcl-2 0, Rac1 wt GTP bind 95, Bim-Bcl-W 1, Rab2A wt mod 95, HRas wt GTP 96, Bfl-1 Bim block -1, Cdc42 wt 92, Rab7 wt GTP bind 95, Bim-Bcl-B -3 and Rac1 act GTP bind 95.

By substructure: the entries above with fluorine.
Cc1oc(-c2cccc(C(F)(F)F)c2)nc1CN1CCN(c2ccccn2)CC1 was read as Bim-Bcl-XL 0, Bim-Bcl-2 1, Rac1 wt GTP bind 101, Bim-Bcl-W -2, Rab2A wt mod 94, HRas wt GTP 95, Bfl-1 Bim block -5, Cdc42 wt 94, Rab7 wt GTP bind 94, Bim-Bcl-B -2 and Rac1 act GTP bind 97.
Cc1nc(C)c(C(=O)Nc2ccc(C)c(F)c2)o1 was read as Bim-Bcl-XL 15, Bim-Bcl-2 3, Rac1 wt GTP bind 105, Bim-Bcl-W 8, Rab2A wt mod 101, HRas wt GTP 102, Bfl-1 Bim block 6, Cdc42 wt 102, Rab7 wt GTP bind 98, Bim-Bcl-B 4 and Rac1 act GTP bind 100.

Later entries
For CCOC(=O)N1CCC(NC(=O)c2ccc(OC)c(CN3CC(=O)N4CCCC4C3=O)c2)CC1 (stereo not given) the results were Bim-Bcl-XL 0, Bim-Bcl-2 1, Rac1 wt GTP bind 102, Bim-Bcl-W 0, Rab2A wt mod 100, HRas wt GTP 100, Bfl-1 Bim block 0, Cdc42 wt 101, Rab7 wt GTP bind 101, Bim-Bcl-B -1 and Rac1 act GTP bind 100.
Screening CCn1nc(C(=O)NNC(=O)COc2ccc(OC)cc2)c2ccccc2c1=O returned Bim-Bcl-XL -5, Bim-Bcl-2 0, Rac1 wt GTP bind 104, Bim-Bcl-W -2, Rab2A wt mod 99, HRas wt GTP 100, Bfl-1 Bim block -10, Cdc42 wt 101, Rab7 wt GTP bind 99, Bim-Bcl-B -4 and Rac1 act GTP bind 98.
COc1ccc(NC(=O)C/C(C)=N/NC(=O)C(=O)NC2CCCCC2)c(OC)c1 was read as Bim-Bcl-XL 0, Bim-Bcl-2 0, Rac1 wt GTP bind 103, Bim-Bcl-W 0, Rab2A wt mod 100, HRas wt GTP 101, Bfl-1 Bim block -1, Cdc42 wt 99, Rab7 wt GTP bind 99, Bim-Bcl-B -2 and Rac1 act GTP bind 100.
Screening Cn1cc(C(=O)N/N=C/c2cccc(O)c2)ccc1=O returned Bim-Bcl-XL 0, Bim-Bcl-2 4, Rac1 wt GTP bind 97, Bim-Bcl-W 2, Rab2A wt mod 98, HRas wt GTP 95, Bfl-1 Bim block 1, Cdc42 wt 97, Rab7 wt GTP bind 99, Bim-Bcl-B 2 and Rac1 act GTP bind 98.
`COc1ccc(CN(C)C2CCCCC2)cc1` gave Bim-Bcl-XL 0, Bim-Bcl-2 -1, Rac1 wt GTP bind 102, Bim-Bcl-W 0, Rab2A wt mod 98, HRas wt GTP 100, Bfl-1 Bim block 0, Cdc42 wt 104, Rab7 wt GTP bind 99, Bim-Bcl-B -1 and Rac1 act GTP bind 99.
CCO/C(C)=C1\N=C(c2ccc(Cl)cc2)OC1=O was read as Bim-Bcl-XL -2, Bim-Bcl-2 -3, Rac1 wt GTP bind 100, Bim-Bcl-W -1, Rab2A wt mod 100, HRas wt GTP 100, Bfl-1 Bim block -3, Cdc42 wt 101, Rab7 wt GTP bind 101, Bim-Bcl-B -2 and Rac1 act GTP bind 97.
`O=C(Nc1ccccc1C(=O)Nc1ccc2c(c1)OCO2)c1ccco1` gave Bim-Bcl-XL 3, Bim-Bcl-2 0, Rac1 wt GTP bind 100, Bim-Bcl-W 5, Rab2A wt mod 94, HRas wt GTP 95, Bfl-1 Bim block -11, Cdc42 wt 97, Rab7 wt GTP bind 97, Bim-Bcl-B -5 and Rac1 act GTP bind 96.
COC(=O)c1sc2cc(=O)n(-c3cccc(C(F)(F)F)c3)nc2c1O was read as Bim-Bcl-XL -4, Bim-Bcl-2 -1, Rac1 wt GTP bind 94, Bim-Bcl-W -4, Rab2A wt mod 93, HRas wt GTP 92, Bfl-1 Bim block -4, Cdc42 wt 92, Rab7 wt GTP bind 95, Bim-Bcl-B -1 and Rac1 act GTP bind 91.
